# TbPYK inhibitor: inhibitors of Trypanosoma brucei pyruvate kinase. TbPYK enzyme, Kinase-Glo Plus ATP luminescence, 45 min. Potency, µM (highest dose often 76.8 µM), without a hit: at the highest dose activity, negative = inhibition, actives largely listed as inhibitors. 410,000 tested, 0.12% active. AID 624173; further: potency means the concentration at half of the fitted maximal effect; on the % scale 0 is the no-effect control and ±100 the full control effect; nearly all actives have a fitted effect of over 50% in size
#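 In this concentration-response screen, enzyme-free wells defined baseline while DMSO plates tracked drift. Each reaction combined TbPYK, substrate, compound and 130 uM ADP for 45 min at room temperature. Kinase-Glo Plus luminescence gave the signal.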
# Shiga inhibitor: Shiga toxin inhibition; Vero cells, Shiga toxin protein synthesis inhibition reporter; 290,000 tested, 9.2% active; inhibition, % at 38.7 µM; in the data active means inhibition mostly above about 28%, no sharp cut-off; inactive means mostly below about 43%; further: 0% is about no effect
# Pf growth 96h: P. falciparum growth inhibition at 96 hour, primary screen for plastid delayed-death inhibitors. 320,000 tested, 6.9% active. Potency, µM (series often up to 28.7 µM), without a hit: top-dose activity change, negative = inhibition, hits mostly inhibitors. P. falciparum luciferase reporter growth, 96 h; further: potency means the concentration at half of the fitted maximal effect; on the % scale 0 is the no-effect control and ±100 the full control effect
#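 Plates of compound plus infected erythrocytes (2% hematocrit, 0.05% parasitemia final) incubate 96 hours, 37 C, 5% CO2. Detection reagent added; reduced luminescence from the parasites' luciferase reporter flags inhibition.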
# AMA1-RON2 inh: inhibitors of Plasmodium falciparum AMA1-RON2 interaction; AlphaScreen AMA1-biotinylated RON2 peptide binding; Potency, µM (top dose mostly 58.2 µM), for the others: at the highest dose activity change, negative = inhibition, actives largely listed as inhibitors; 360,000 tested, 0.2% active; AID 720542;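 further: potency means the concentration at half of the fitted maximal effect; 0% = vehicle wells and -100% = peptide control; nearly all actives have a fitted effect of over 45% in size; some results filed as inactive show a strong effect at the top dose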
#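 AMA1 (3D7) with his tag at 25 nM final met compounds first, then biotinylated RON2 peptide at 25 nM; detection used donor plus acceptor beads, 10 µg/mL apiece, read by AlphaScreen after 30 min at room temperature.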
# Cycloheximide cs: counter-screen for Shiga toxin inhibitors: cycloheximide protein synthesis inhibition. 300,000 tested, 12% active. cell reporter, cycloheximide protein synthesis inhibition counterscreen. max response, %; in the data active means max response mostly above about 13%, no sharp cut-off; inactive means mostly below about 14%; further: read at 38.3 µM for the half of the compounds with a filed dose; 0% is about no effect
# LmPK inh: blocks Leishmania mexicana pyruvate kinase activity; Q27686; purified LmPK, Kinase-Glo ATP luminescence, 1 h; Potency, µM (series often up to 57.5 µM), for the others: at the top dose activity change, negative = inhibition, most hits filed as inhibitors; 290,000 tested, 0.37% active; AID 1721; further: potency means the concentration at half of the fitted maximal effect; on the % scale 0 is the no-effect control and ±100 the full control effect
# Target sequence (Q27686 whole entry, looked up): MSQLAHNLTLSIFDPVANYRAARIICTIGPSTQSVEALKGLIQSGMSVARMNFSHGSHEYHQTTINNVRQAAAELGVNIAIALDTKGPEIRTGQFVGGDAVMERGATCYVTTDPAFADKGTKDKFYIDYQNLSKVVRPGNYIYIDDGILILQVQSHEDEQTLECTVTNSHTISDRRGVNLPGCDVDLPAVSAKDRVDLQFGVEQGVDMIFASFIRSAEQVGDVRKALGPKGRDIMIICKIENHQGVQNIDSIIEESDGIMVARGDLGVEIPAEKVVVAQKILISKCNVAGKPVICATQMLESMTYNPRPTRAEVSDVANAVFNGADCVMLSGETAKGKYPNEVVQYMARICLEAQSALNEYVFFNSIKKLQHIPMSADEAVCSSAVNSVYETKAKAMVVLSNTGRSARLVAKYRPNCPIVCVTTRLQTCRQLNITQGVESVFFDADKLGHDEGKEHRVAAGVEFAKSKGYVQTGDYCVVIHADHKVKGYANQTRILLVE
#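 Pyruvate kinase activity monitored as ATP production (luciferase luminescence). Conditions: 0.1 nM enzyme, 0.5 mM PEP, 0.1 mM ADP, 1 h, RT; normalized against uninhibited and no-enzyme wells.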
# Pf growth 48h: inhibits P. falciparum growth in the first generation, 48 h; P. falciparum luciferase growth in erythrocytes, 48 h; Potency, µM (titrated, usually from 28.7 µM), for inactives: at the top dose activity change, negative = inhibition, hits mostly inhibitors; 310,000 tested, 5.9% active; AID 504832; further: potency means the concentration at half of the fitted maximal effect; on the % scale 0 is the no-effect control and ±100 the full control effect
#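 A one-generation exposure of luciferase-tagged malaria parasites in RPMI 1640/Albumax erythrocyte culture, 37 C and 5% CO2. Inhibition is inferred from decreased luminescence after adding detection reagent.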
# An asterisk follows results filed as active; u = inconclusive; x = not tested or not shown; & = joins results of further samples; [ ] = another dose, or the depositor's remark. Unless noted, the call rests on the fitted dose curve; in most records, active means well fitted curve in the direction sought with a large enough effect; inconclusive means small, poorly fitted or top-dose-only effect, or another doubt; inactive means no such curve, though single readings can be large; an effect the other way counts as inactive or inconclusive. Compounds were not picked by outcome; 21% or so of the library scored in one or more.
1: O=C(O)CCC(=O)Nc1sc2c(c1C(=O)NC1CCCC1)CCCC2
2: O=C(/C=C/c1cccc([N+](=O)[O-])c1)n1cnc2ccccc21
3: O=C(C1CCN(Cc2ccc(Cl)cc2)CC1)N1CCN(Cc2ccc3c(c2)OCO3)CC1
4: CCOc1ccc(C2C(C#N)=C(N)Oc3cc(C)n(Cc4ccco4)c(=O)c32)cc1OC (centres undefined)
5: COc1ccc(/C=N/Nc2nc(NCc3ccco3)nc(Nc3ccc(OC)cc3)n2)cc1
6: COc1ccc(/C=C/C(=O)c2cc(Cl)cc(Cl)c2O)c(OC)c1

compound no.	1	2	3	4	5	6
TbPYK inhibitor	-8%	-5%	34%	-8%	11%	-6%
Pf growth 96h	9%	174%[activator]	5%	x	u	13%
Pf growth 48h	42%[activator]	-16%	-25%	u	15µM*	-18%
Shiga inhibitor	-2	-8	-8	3	3	-5
Cycloheximide cs	-3	-2	-1	-2	-3	-2
LmPK inh	-1%	-2%	-3%	-6%	-3%	0%
AMA1-RON2 inh	14%	17%	-6%	-16%	-14%	-12%

# Given with values under each structure: 2 of the compounds above.
# Each structure is followed by: TbPYK inhibitor, Pf growth 96h, Pf growth 48h, Shiga inhibitor, Cycloheximide cs, LmPK inh, AMA1-RON2 inh
1	O=C(O)CCC(=O)Nc1sc2c(c1C(=O)NC1CCCC1)CCCC2
  -8%, 9%, 42%[activator], -2, -3, -1%, 14%
2	O=C(/C=C/c1cccc([N+](=O)[O-])c1)n1cnc2ccccc21
  -5%, 174%[activator], -16%, -8, -2, -2%, 17%

# The list goes on.
7: COc1cc(C2NC(=O)NC(C)=C2C(=O)OC(C)(C)C)ccc1OCC(N)=O (centres undefined)
8: O=S(=O)(Cc1ccccc1)N1CCCc2ccccc21
9: COc1ccccc1N=Nc1[nH]c2ccc(C)cc2c1O
10: COc1ccc(N(CC(=O)Nc2ccc(F)c(F)c2)S(=O)(=O)c2c(C)[nH]c(=O)[nH]c2=O)cc1
11: COc1ccc(C(=O)NNC(=O)c2cnccn2)cc1[N+](=O)[O-]
12: O=C(NCCc1ccccc1)C1CC(=O)N(C2CCCC2)C1 (centres undefined)

compound no.	7	8	9	10	11	12
TbPYK inhibitor	x	-12%	u	1%	x	-5%
Pf growth 96h	x	2%	u	15%	-2%	26%
Pf growth 48h	0%	14%	17%	-9%	x	-17%
Shiga inhibitor	-2	29	32*	-6	-7	-7
Cycloheximide cs	-1	21	22*	-1	1	-1
LmPK inh	-4%	0%	0%	8%	-12%	10%
AMA1-RON2 inh	9%	15%	-1%[11.6 µM]	0%	66%[activator]	-2%

# Entries listed so far that contain a Cl atom (2):
3: O=C(C1CCN(Cc2ccc(Cl)cc2)CC1)N1CCN(Cc2ccc3c(c2)OCO3)CC1
6: COc1ccc(/C=C/C(=O)c2cc(Cl)cc(Cl)c2O)c(OC)c1

compound no.	3	6
TbPYK inhibitor	34%	-6%
Pf growth 96h	5%	13%
Pf growth 48h	-25%	-18%
Shiga inhibitor	-8	-5
Cycloheximide cs	-1	-2
LmPK inh	-3%	0%
AMA1-RON2 inh	-6%	-12%

# Other structures.
13: CCC(=O)Nc1nc(N)n(-c2ccccc2)n1
14: COc1cccc(CNc2ccc3c(c2)CCC3)c1
15: O=C(O)CCc1nn2c3ccccc3n(Cc3ccccc3)c2nc1=O
16: c1nnc(NC2=NCCCCC2)s1
17: CN(CCc1ccccc1)C1CCCN(S(=O)(=O)c2cccc(F)c2)C1 (centres undefined)
18: Nc1ccc(O)cc1C(=O)OCC(=O)C12CC3CC(CC(C3)C1)C2

compound no.	13	14	15	16	17	18
TbPYK inhibitor	-2%	2%	0%	0%	0%	u
Pf growth 96h	21%	31%	3%	5.9µM*	u	-11%
Pf growth 48h	x	x	24%	31%[activator]	u	u
Shiga inhibitor	-12	153*	14	32	-2	42
Cycloheximide cs	-4	118*	2	22*	3	20
LmPK inh	2%	2%	-1%	-3%	6%	1%
AMA1-RON2 inh	-16%	-17%	13%	3%	-2%	-22%

19: COC(=O)c1ccc(/C=N/NC(=O)CC(=O)NCC(C)C)cc1
20: O=C(CSc1nnc(C2CC2)n1-c1ccccc1)Nc1ccc(N2CCOCC2)cc1
21: CC(=O)NS(=O)(=O)c1cccnc1Nc1cccc(Cl)c1C
22: COc1ccc(C(CNC(=O)C(CCSC)NC(=O)c2ccccc2Cl)N2CCOCC2)cc1 (centres undefined)
23: COc1ccc2oc(-c3ccco3)cc(=O)c2c1
24: Cc1cc(C)c2cc3c(ccn3C3OC[C@H](O)[C@H](O)[C@H]3O)cc2n1 (some centres undefined)

compound no.	19	20	21	22	23	24
TbPYK inhibitor	-4%	7%	1%	-3%	-12%	0%
Pf growth 96h	4%	x	-13%	11%	u	131%[activator]
Pf growth 48h	-13%	-4%	-1%	14%	228%[activator]	5%
Shiga inhibitor	20	23	6	x	68*	13
Cycloheximide cs	4	4	-2	x	50*	-3
LmPK inh	-4%	12%	1%	x	u	-1%
AMA1-RON2 inh	-21%	-9%	18%[2.32 µM]	-14%	-3%	7%

# Three of the compounds above, tab-delimited.
nr	Structure	TbPYK inhibitor	Pf growth 96h	Pf growth 48h	Shiga inhibitor	Cycloheximide cs	LmPK inh	AMA1-RON2 inh
22	COc1ccc(C(CNC(=O)C(CCSC)NC(=O)c2ccccc2Cl)N2CCOCC2)cc1 (centres undefined)	-3%	11%	14%	x	x	x	-14%
23	COc1ccc2oc(-c3ccco3)cc(=O)c2c1	-12%	u	228%[activator]	68*	50*	u	-3%
24	Cc1cc(C)c2cc3c(ccn3C3OC[C@H](O)[C@H](O)[C@H]3O)cc2n1 (some centres undefined)	0%	131%[activator]	5%	13	-3	-1%	7%

# (listing goes on)
25: COc1ccc(CNC(=O)CN2CCN(c3ccc(F)cc3)CC2)cc1
26: CCN1CCCC1CNC(=O)c1ccccc1Cl (centres undefined)
27: O=C(CN(c1ccccc1)S(=O)(=O)c1ccc(F)cc1)NC1CCS(=O)(=O)C1 (centres undefined)
28: CC1CCN(S(=O)(=O)c2ccc3c(c2)N(CC(=O)NCCCN2CCCCC2C)C(=O)CS3)CC1 (centres undefined)
29: O=C(CSc1nnc(NC(=O)C2CC2)s1)NCc1cccs1
30: Cc1ccc(-n2nnnc2SCn2nnc3ccccc3c2=O)c(C)c1

compound no.	25	26	27	28	29	30
TbPYK inhibitor	-1%	-10%	5%	0%&-2%	-4%	-2%
Pf growth 96h	17%	-15%	46%[activator]	0%	u	-7%
Pf growth 48h	18%	-12%	31%[activator]	u	5%	0%
Shiga inhibitor	-2	15	-1	-9	-19	-1
Cycloheximide cs	-3	-5	5	-3	7	-2
LmPK inh	-5%	7%	0%	0%	6%	0%
AMA1-RON2 inh	-1%	33%[activator]	17%	3%	2%	1%

31: CCCn1c2ccccc2c2cnn(CC(=O)NCCCN3CCCCC3CC)c(=O)c21 (centres undefined)
32: Cc1noc(C)c1C(=O)N1CCN(c2ccccc2O)CC1
33: O=C(C1CC1)N(Cc1nc2ccccc2c(=O)[nH]1)Cc1cccs1
34: Cc1ccc(F)cc1NC(=O)C1CCN(c2cnccn2)CC1
35: CCCN1C(=O)/C(=C\C=C2/Sc3ccccc3N2CCO)SC1=S
36: Cc1nn(C)cc1CN(C)C(=O)c1cc2nc(-c3ccco3)cc(C(F)(F)F)n2n1

compound no.	31	32	33	34	35	36
TbPYK inhibitor	-3%&-3%	-15%	-30%	3%	-20%	1%
Pf growth 96h	9%	u	-5%	x	u	3%
Pf growth 48h	u	u	1.9µM*	-6%	-9%	u
Shiga inhibitor	-5	x	-5	-27	23	9
Cycloheximide cs	-5	x	-2	-2	-1	10
LmPK inh	0%	x	-5%	8%	-18%	19%
AMA1-RON2 inh	-13%	-7%	12%	4%	-1%	1%

# Single records, as listed above. Screens in order: TbPYK inhibitor, Pf growth 96h, Pf growth 48h, Shiga inhibitor, Cycloheximide cs, LmPK inh, AMA1-RON2 inh
# CCCn1c2ccccc2c2cnn(CC(=O)NCCCN3CCCCC3CC)c(=O)c21 (centres undefined) is listed with -3%&-3%, 9%, u, -5, -5, 0%, -13%
# Cc1nn(C)cc1CN(C)C(=O)c1cc2nc(-c3ccco3)cc(C(F)(F)F)n2n1 is listed with 1%, 3%, u, 9, 10, 19%, 1%
# O=C(C1CC1)N(Cc1nc2ccccc2c(=O)[nH]1)Cc1cccs1 is listed with -30%, -5%, 1.9µM*, -5, -2, -5%, 12%
# CCCN1C(=O)/C(=C\C=C2/Sc3ccccc3N2CCO)SC1=S is listed with -20%, u, -9%, 23, -1, -18%, -1%
# Cc1noc(C)c1C(=O)N1CCN(c2ccccc2O)CC1 is listed with -15%, u, u, x, x, x, -7%

# Continuation.
37: O=C(O)c1cccc2c1C(=O)c1ccc(N3CCCC3)cc1S2(=O)=O
38: CCOC(=O)C1CCN(C(=O)C2CCN(S(=O)(=O)c3cccc4nsnc34)CC2)CC1
39: CC(=O)Oc1ccc(-c2ccc(C(=O)O)cc2)cc1
40: COc1ccc(Cl)cc1NC(=O)C(OC)c1ccccc1 (centres undefined)
41: Cc1ccc(Cl)cc1N1CCN(C(=O)c2cc3c(=O)n(C)c4ccccc4c3n2C)CC1
42: O=C(NCCN1CCOCC1)c1ccc([N+](=O)[O-])cc1[N+](=O)[O-]

compound no.	37	38	39	40	41	42
TbPYK inhibitor	-6%	-4%	1%	-3%	2%	-7%
Pf growth 96h	44%[activator]	u	3%	8%	54%[activator]	u
Pf growth 48h	35%[activator]	-23%	14%	-29%	x	-12%
Shiga inhibitor	x	17	2	9	-6	-26
Cycloheximide cs	x	-1	-2	4	-5	-3
LmPK inh	x	3%	-8%	2%	8%	1%
AMA1-RON2 inh	-10%	-5%	4%	-1%	-3%	1%

43: COc1cccc(Nc2cc(C)nc3ccccc23)c1
44: O=C(COC(=O)Cc1cccc(C(F)(F)F)c1)NC1CCS(=O)(=O)C1 (centres undefined)
45: CCOC(=O)c1c(CSc2ccc(CC)cc2)oc2ccc(O)c(CN(C)C)c12
46: CC(Oc1ccc(Br)cc1Br)C(=O)Nc1cccnc1Cl (centres undefined)
47: COCCCNCCOc1cc(C(C)C)ccc1C
48: Cc1cc(NC(=O)Nc2cccc(Cl)c2)n(-c2ccccn2)n1

compound no.	43	44	45	46	47	48
TbPYK inhibitor	-5%	1%	0%	15%	-15%	6%
Pf growth 96h	2%	17%	11%	u	2%	u
Pf growth 48h	u	u	2.3µM*	-3%	7%	u
Shiga inhibitor	-4	x	-10	-6	-3	20
Cycloheximide cs	3	x	-6	-1	-2	2
LmPK inh	0%	x	4%	-2%	-5%	2%
AMA1-RON2 inh	-3%	22%	-15%	26%	-1%	2%

49: CC1CCc2sc(C(=O)OCC(=O)NC(C)C)cc2C1 (centres undefined)
50: COC(=O)CCCCCNc1ccc(C(=O)OC)cc1N
51: O=C(Oc1ccc(N(C(=O)c2ccncc2)S(=O)(=O)c2cccs2)cc1)c1ccncc1
52: CCOc1ccc(-c2cc(N3C(=O)Nc4ccccc4N3O)on2)cc1

compound no.	49	50	51	52
TbPYK inhibitor	5%	4%	-1%	u
Pf growth 96h	39%[activator]	x	43%[activator]	u
Pf growth 48h	9%	u	9%	36%[activator]
Shiga inhibitor	22	18	4	4
Cycloheximide cs	8	15	-3	-5
LmPK inh	2%	2%	2%	u
AMA1-RON2 inh	15%	-4%	-8%	-5%
